# Assay outcomes: PubChem BioAssay, Broad Institute
# PglD DTNB: inhibitors of Campylobacter jejuni PglD acetyltransferase; purified PglD enzyme, DTNB colorimetric CoA detection; inhibition, % at 12.5 µM; 360,000 tested, 0.098% active; AID 602405; in the data active = inhibition above about 16%, passing the limit was not always enough; also: strong numbers were not always called active
# * = called active by the depositor. A portion of the library. The share of hits here may be higher or lower than overall.
SMILES,PglD DTNB
COc1ccc(Cl)cc1NC(=O)c1cccnc1,3
CCCc1nnc(NC(=O)Nc2ccccc2OC)s1,-8
Cc1ccc2nc(C)c(C(=O)N/N=C/c3ccccc3[N+](=O)[O-])cc2c1,1
O=C(CCCCCn1c(SCC(=O)c2ccccc2)nc2ccccc2c1=O)NCc1ccco1,0
CS(=O)(=O)Nc1ccccc1C(=O)N1CCCC1,1
CC1=C(C(=O)OC2CCCCCCC2)C(c2cc3c(cc2Br)OCO3)CC(=O)N1 (stereo unspecified),-1
O=C(COC(=O)Cn1cnc2ccccc21)Nc1ccc2c(c1)OCCO2,3
Cc1cc(C)nc(NS(=O)(=O)c2ccc(NC(=O)CCN3C(=O)c4ccccc4C3=O)cc2)n1,1
CCC(=O)C1=C(N2CCCC2)CC(C)(C)CC1=O,-1
COc1ccccc1-c1noc(-c2ccccc2C(=O)Nc2ccccc2)n1,-4
O=C1CCN2C=Nc3cccc4ccc1c2c34,-23
Cc1nn(CC(=O)Nc2cccc(S(N)(=O)=O)c2)c(C)c1[N+](=O)[O-],-4
c1ccc(-n2cnnc2SCc2cn3ccsc3n2)cc1,1
COc1cccc(CC(NC(C)=O)C(=O)NC2CCN(c3c(Cc4ccccc4)c(C)nc4ncnn34)CC2)c1 (stereo unspecified),1
COc1ccc(C2CC(=O)c3cnc(Nc4cc(C)cc(C)c4)nc3C2)cc1 (stereo unspecified),-2
c1cc(-n2cnnn2)ccc1NC1=NCCC1,1
c1ccc(-n2nnnc2NCCCN2CCOCC2)cc1,1
Cn1c(SCc2ccccc2F)nc2cccnc21,-2
O=C(CCCn1c(=S)[nH]c2ccccc2c1=O)NC1CCCC1,-3
COc1ccc(-c2cc(C(F)(F)F)nc(SCCC(=O)Nc3cc(C)on3)n2)cc1,-1
COc1cc(/C=N/NC(=O)c2cccnc2)ccc1OC(=O)c1cccc(Br)c1,5
CN=c1sc2ccccc2n1CC(O)COCc1ccco1 (stereo unspecified),1
O=c1ccc2cc(S(=O)(=O)N3CCOCC3)ccc2o1,4
c1ccc(C(c2nnnn2C2CCCC2)N2CCN(c3ccccc3)CC2)cc1 (stereo unspecified),-1
CC(C)CNS(=O)(=O)c1ccc(OCC(=O)NCC2CCCO2)c(Cl)c1 (stereo unspecified),-1
Cc1ccc(C2CC(C(F)(F)F)n3ncc(C(=O)NCc4ccco4)c3N2)cc1 (stereo unspecified),4
COC(=O)C1=C(C)N(c2ccc(Cl)c(Cl)c2)C(=O)C1,-1
N#Cc1c(NC(=O)C2CC2)sc2c1CCCCC2,4
Cc1ccc(C(=O)/C=C/c2ccc(F)cc2)o1,3
CC1(C)CC(=O)C2=C(C1)Oc1nc3ccccc3cc1C2C(C#N)C#N (stereo unspecified),2
CC1=C(C(=O)Nc2ccccc2)C(c2ccc(C)o2)n2ncnc2N1 (stereo unspecified),6
O=C(CSc1nnc(-c2cnccn2)n1Cc1ccco1)c1ccc(Cl)cc1,8
CC1CCN(C(=O)c2ccc3c(c2)OCCO3)CC1,7
COc1ccc(N=C2SC(CC(=O)Nc3ccccc3)C(=O)N2CCc2ccccn2)cc1 (stereo unspecified),-1
CC(=O)c1c(O)c(C)c(-c2ccccc2)n(-c2ccccc2)c1=O,2
CCOC(=O)C(Cc1ccc(NC(=O)/C(=C/c2ccccc2)NC(=O)c2ccccc2)cc1)N1C(=O)c2ccccc2C1=O (stereo unspecified),5
CCOC(=O)NN1C(=O)c2ccccc2NC1c1ccccc1O (stereo unspecified),-6
CNc1ccccc1C(C)(C)c1cc(-c2ccc(F)cc2)no1,-3
COc1ccc(C(CCN(Cc2ccc(OC)c(OC)c2)C(=O)CCl)c2ccccc2)cc1 (stereo unspecified),10
CCN(CC)CCCN1C(=O)C(=O)/C(=C(/O)c2ccc(Cl)cc2)C1c1ccccn1 (stereo unspecified),-1
CSCC[C@H](NC(=O)NCCC1=CCCCC1)C(=O)O,1
O=C(CCCn1c(=O)[nH]c2cc(Cl)ccc2c1=O)NC1CCCCCC1,3
COc1cc2nc(=S)n3[nH]c(COc4ccccc4C)nc3c2cc1OC,12
O=C(CSc1n[nH]c(-c2ccncc2)n1)Nc1ccccn1,0
O=C(CN1C(=O)NC2(CCSC2)C1=O)N1CCN(c2ccc(F)cc2)CC1 (stereo unspecified),-1
CCOC(=O)c1sc2nc3c(cc2c1N)COC(C)(C)C3,2
COC(=O)c1cc(NC(=O)Cc2ccccc2[N+](=O)[O-])ccc1Cl,1
O=c1cc(-c2ccccc2)nc2nc[nH]n12,-2
C/C=C/c1ccc(OCCCNCC(C)O)c(OC)c1 (stereo unspecified),11
CC(C)(C)c1ccc(S(=O)(=O)O/N=C2/CCCCC2c2ccc([N+](=O)[O-])cc2[N+](=O)[O-])cc1 (stereo unspecified),3
CCOC(=O)Cn1cnc2c(nnn2-c2ccc(OC)cc2)c1=O,2
CCc1cccc2c(=O)c(C(=O)N3CCCCCC3)c[nH]c12,6
O=C(C1CC1)N1CCc2cc(S(=O)(=O)N3CCCc4ccccc43)ccc21,6
COc1ccc(Cn2c(C3CC3)nc3ccc(NC(=O)c4ccco4)cc3c2=O)cc1,2
COC(=O)C(NNc1ccccc1)(NC(=O)c1ccc(F)cc1)C(F)(F)F (stereo unspecified),-2
CS(=O)(=O)N(CC(=O)NCc1ccc2c(c1)OCO2)Cc1ccccc1,-4
Cc1noc(C)c1COc1ccc(C(=O)OCC(=O)NC(=O)C2COc3ccccc3O2)cc1 (stereo unspecified),8
CCCc1n[nH]c(=O)[nH]1,-1
Cc1ccc(OCC(=O)N/N=C/c2cccn2C)cc1,-4
O=C(O)Cc1coc(-c2ccc(F)cc2)n1,0

# Laid out differently: results already given
PglD DTNB	mol
2	CC(=O)c1c(O)c(C)c(-c2ccccc2)n(-c2ccccc2)c1=O
5	CCOC(=O)C(Cc1ccc(NC(=O)/C(=C/c2ccccc2)NC(=O)c2ccccc2)cc1)N1C(=O)c2ccccc2C1=O (stereo unspecified)
-6	CCOC(=O)NN1C(=O)c2ccccc2NC1c1ccccc1O (stereo unspecified)
-3	CNc1ccccc1C(C)(C)c1cc(-c2ccc(F)cc2)no1
10	COc1ccc(C(CCN(Cc2ccc(OC)c(OC)c2)C(=O)CCl)c2ccccc2)cc1 (stereo unspecified)
-1	CCN(CC)CCCN1C(=O)C(=O)/C(=C(/O)c2ccc(Cl)cc2)C1c1ccccn1 (stereo unspecified)
1	CSCC[C@H](NC(=O)NCCC1=CCCCC1)C(=O)O
3	O=C(CCCn1c(=O)[nH]c2cc(Cl)ccc2c1=O)NC1CCCCCC1
12	COc1cc2nc(=S)n3[nH]c(COc4ccccc4C)nc3c2cc1OC
0	O=C(CSc1n[nH]c(-c2ccncc2)n1)Nc1ccccn1
-1	O=C(CN1C(=O)NC2(CCSC2)C1=O)N1CCN(c2ccc(F)cc2)CC1 (stereo unspecified)
2	CCOC(=O)c1sc2nc3c(cc2c1N)COC(C)(C)C3
1	COC(=O)c1cc(NC(=O)Cc2ccccc2[N+](=O)[O-])ccc1Cl
-2	O=c1cc(-c2ccccc2)nc2nc[nH]n12
11	C/C=C/c1ccc(OCCCNCC(C)O)c(OC)c1 (stereo unspecified)
3	CC(C)(C)c1ccc(S(=O)(=O)O/N=C2/CCCCC2c2ccc([N+](=O)[O-])cc2[N+](=O)[O-])cc1 (stereo unspecified)
2	CCOC(=O)Cn1cnc2c(nnn2-c2ccc(OC)cc2)c1=O
6	CCc1cccc2c(=O)c(C(=O)N3CCCCCC3)c[nH]c12
6	O=C(C1CC1)N1CCc2cc(S(=O)(=O)N3CCCc4ccccc43)ccc21
2	COc1ccc(Cn2c(C3CC3)nc3ccc(NC(=O)c4ccco4)cc3c2=O)cc1
-2	COC(=O)C(NNc1ccccc1)(NC(=O)c1ccc(F)cc1)C(F)(F)F (stereo unspecified)
-4	CS(=O)(=O)N(CC(=O)NCc1ccc2c(c1)OCO2)Cc1ccccc1
8	Cc1noc(C)c1COc1ccc(C(=O)OCC(=O)NC(=O)C2COc3ccccc3O2)cc1 (stereo unspecified)
-1	CCCc1n[nH]c(=O)[nH]1
-4	Cc1ccc(OCC(=O)N/N=C/c2cccn2C)cc1
0	O=C(O)Cc1coc(-c2ccc(F)cc2)n1

# Next section:
SMILES,PglD DTNB
O=S(=O)(NC1CC1)c1cccc(S(=O)(=O)N2CCCC2)c1,11
O=C(NCc1ccc(F)cc1)C(c1ccncc1)N(C(=O)c1csnn1)C1CC1 (stereo unspecified),-3
CCOC(=O)N1CCC(N2C(=O)c3ccc(C(=O)O)cc3C2=O)CC1,3
COc1cccc(-c2nc3cc(C)ccc3o2)c1,-2
CCOc1ccc(NC(=O)Cc2ccccc2)c([N+](=O)[O-])c1,-4
Cc1nc(SCC(=O)c2ccc(Cl)cc2)c([N+](=O)[O-])[nH]1,2
CCOc1ccc(S(=O)(=O)NCCC(=O)NC2=NCCS2)cc1,-1
CC(C)(C)NC(=O)Cn1c(=O)c(=O)n(Cc2ccccc2)c2ccc(Cl)cc21,-6
O=C(COC(=O)c1ccccc1-c1nc2ccccc2s1)NC1CCS(=O)(=O)C1 (stereo unspecified),-1
CN(c1cccc(NC(=O)CN2C(=O)c3ccccc3S2(=O)=O)c1)S(C)(=O)=O,-1
Cc1ccc(C(=O)N2CCN(C(=O)N3CCOCC3)CC2)cc1,-3
COc1ccccc1C1CC(c2ccc(F)cc2)Nc2ncnn21 (stereo unspecified),6
CCOC(=O)c1nc2cc3n(c(C)c-2c1C)C(C)C(C)=C3C (stereo unspecified),-1
CC(C)C1N=C2c3ccccc3N=C(SCC(=O)NCCc3ccc(S(N)(=O)=O)cc3)N2C1=O (stereo unspecified),2
CCn1c(SCC(=O)NCc2ccco2)nnc1-c1ccc(N)cc1,-4
COc1ccc(NC(=O)CSc2nc3ccccc3c(=O)n2CCCN2CCCCC2)c(OC)c1,10
O=C(CCc1nc2ccccc2s1)c1ccccc1,4
COc1cccc(NC(=O)CSc2ncnc3c2cnn3Cc2ccccc2)c1,-6
Cc1cccc(NC(=O)CSc2nc3nc4c(cc3c(=O)n2-c2ccccc2)CCCC4)c1,-3
CCOC(=O)N1CCC(n2c(SCC(=O)N3CCCC3)nc3ccccc3c2=O)CC1,-3
C=CCn1c(SCc2csc(C)n2)nc2sc3c(c2c1=O)CCCC3,1
N#C/C(=N\Nc1ccccc1F)C(=N)N1CCCCC1,-8
CCC(C)NC(=O)c1ccccc1NC(=O)Nc1ccccc1 (stereo unspecified),2
O=C(COC(=O)c1ccc(Br)cc1)NCc1ccccc1,-3
O=C(O)CCCN1C(=O)C2C3CCC(O3)C2C1=O (stereo unspecified),1
O=C(OCc1cn(-c2ccc(Cl)cc2)nn1)c1ccccc1,7
O=C(CC1CCCCC1)c1c(O)c2ccccc2oc1=O,-1
Cc1nnc(SCCn2c(N3CCN(C)CC3)nc3c2c(=O)[nH]c(=O)n3C)s1,-7
CN1CCC(N(C)C(=S)Nc2ccc(SC(F)F)cc2)CC1,1
C=CCn1c(-c2ccccc2)ccc(C#N)c1=O,-2
CCOC(=O)C(=CNc1ccc2c(c1)nnn2-c1ccc(Cl)cc1)C(=O)OCC,8
N#CCCn1cc(C=C(C#N)C#N)c(-c2ccc(-c3ccccc3)cc2)n1,3
COc1ccc(-c2cc(NCCc3ccncc3)n3ncnc3n2)cc1,-2
N#Cc1cc([N+](=O)[O-])c(-n2nnc3ccccc32)c([N+](=O)[O-])c1,4
Cc1noc(/C=C/N(C)C)c1S(=O)(=O)N1CCCC(C(=O)NCc2ccccc2Cl)C1 (stereo unspecified),2
O=C(Nc1ccc2c(c1)OCO2)c1sc2cc(Cl)ccc2c1Cl,-1
COc1ccccc1C(c1nnnn1CCc1ccccc1)N1CCN(c2ccccc2)CC1 (stereo unspecified),3
O=C(O)CC12C[C@H]3C[C@@H](C1)CC(n1ncc(N4CCN(c5ccccc5)CC4)c(Cl)c1=O)(C3)C2,6
COc1ccc(Nc2ncc(C(=O)N3CCN(Cc4ccccc4)CC3)c3ccccc23)cc1,0
Cc1cc(C)n(-c2nc(-c3ccccc3)cs2)n1,-11
Cc1cc(C(=O)OCCO)c(C#N)c(N)n1,2
Cc1nn(C)c(C(=O)N/N=C/c2ccc(C(F)(F)F)cc2)c1[N+](=O)[O-],-5
CCc1nnc(NC(=O)CSc2nnc(CCc3nc4ccccc4[nH]3)n2C)s1,-4
CCS(=O)(=O)c1ccc2c(c1)N(S(=O)(=O)c1ccc(OC)cc1)CC(C(=O)O)O2 (stereo unspecified),-1
NC(=O)NC(Cc1ccccc1)C(=O)NCC1(N2CCCCC2)CCCCC1 (stereo unspecified),10
CN1CCN(C(=S)Nc2ccccc2Cl)CC1,-1
Cc1ccc(S(=O)(=O)CCC(=O)OCC(=O)Nc2cc(C)on2)cc1,1
CN(C)S(=O)(=O)c1ccc(NC(=O)c2cc(F)c(F)cc2Cl)cc1,2
O=C(c1cc(-n2cnnc2)ccc1Cl)N1CCN(c2nc(-c3ccccc3)cs2)CC1,2
Cc1[nH][nH]c(=O)c1C(c1c(C)[nH][nH]c1=O)c1cn(Cc2ccccc2Cl)c2ccccc12,-8
CC1=C(C(=O)NCc2ccccc2)C(c2cccs2)n2ncnc2N1 (stereo unspecified),-12
Nc1ncnc2c1ncn2CCNCCc1ccccc1,1
CCOC(=O)Cc1c(C)nc2c(-c3cccc(Br)c3)c[nH]n2c1=O,-2
ON1C(c2ccccc2C(F)(F)F)N(O)[C@H]2CCCC[C@H]21 (stereo partly specified),-5
O=C(COc1ccccc1)Nc1ccc2c(c1)Cc1cc(NC(=O)COc3ccccc3)ccc1-2,5
CC(C)N1C(=O)S/C(=C/c2ccc3c(c2)n(C)c(=O)n3C)C1=O,0
O=C(NCCc1ccccc1)c1cccs1,2
O=C(Cc1ccccc1)Nc1ccccc1C(=O)O,-4
O=S(=O)(NCc1ccccc1)c1ccc2c(c1)OCCO2,-3
CN1CCN(C(=O)c2ccc(Cl)c(S(=O)(=O)N3CCCCC3)c2)CC1,-1

# The results go on:
SMILES,PglD DTNB
O=C(O)CC(SCc1ccc(C(=O)O)o1)C(=O)O (stereo unspecified),-6
O=C(CCSc1nnc2ccc3ccccc3n12)Nc1ccc(F)cc1,-2
O=C(NC(Cc1c[nH]c2ccccc12)C(=O)OCC(=O)c1cccc2ccccc12)c1cccs1 (stereo unspecified),-4
CN(C)c1ccc(/C=C(\Cl)c2nc3ccccc3s2)cc1,-9
CC(C)(C)NC(=O)C(c1ccncc1)N(Cc1cccs1)C(=O)Cn1nnc(-c2ccc(F)cc2)n1 (stereo unspecified),6
